Runt-SMMHC FRET = Runt domain-CBFb-SMMHC interaction inhibition | Cerulean-Runt/Venus-CBFb-SMMHC FRET ratio 530/480, 1 h | 220,000 tested, 0.74% active | AID 1434 | Q01196+Q13951 | inhibition, % at 20 µM;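 active = mean inhibition across duplicate retests at 20 µM reaching about 50%, limit read from the data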;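 note: 0% = DMSO wells and 100% = wells with excess untagged CBFb-SMMHC; inhibitors lower the FRET ratio by blocking Runt binding to CBFb-SMMHC; some results filed as inactive read as strong as hits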
p47phox inh = p47phox (human) inhibition; P14598; p47phox/p22phox peptide binding, fluorescence polarization, 2 h; inhibition, % at 24.7 µM; 220,000 tested, 0.53% active;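 active = inhibition above about 30%, limit read from the data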;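 note: 0% = p47phox with labelled peptide and 100% = labelled peptide alone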
L929 necroptosis = blocks zVAD induced death of L929 cells | L929 zVAD necroptosis rescue, ATP luminescence, 24 h; with zVAD 60 µM | viability rescue, % at 10 µM | 220,000 tested, 0.38% active | AID 1377;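 active = activation, scaled between plate controls, above about 75%, limit read from the data; inactive = activation under that limit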;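 note: 0% = zVAD with DMSO and 100% = DMSO alone without zVAD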
MDM2 E3 inh = inhibitors of human Mdm2 E3 ubiquitin ligase. cell-based MDM2 ubiquitination luciferase reporter, 2 h; 0 = plate control, 100 = twice control, blank-subtracted. signal enhancement, % at 5 µM. 210,000 tested, 0.11% active. AID 1230;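 active = signal enhancement of 30% or more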;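 note: luminescence tracks abundance of the self-degrading MDM2-luciferase fusion protein; higher signal means inhibition of MDM2 E3 ligase activity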
Target sequence (Q00987 whole entry, looked up, the tested form may be a part): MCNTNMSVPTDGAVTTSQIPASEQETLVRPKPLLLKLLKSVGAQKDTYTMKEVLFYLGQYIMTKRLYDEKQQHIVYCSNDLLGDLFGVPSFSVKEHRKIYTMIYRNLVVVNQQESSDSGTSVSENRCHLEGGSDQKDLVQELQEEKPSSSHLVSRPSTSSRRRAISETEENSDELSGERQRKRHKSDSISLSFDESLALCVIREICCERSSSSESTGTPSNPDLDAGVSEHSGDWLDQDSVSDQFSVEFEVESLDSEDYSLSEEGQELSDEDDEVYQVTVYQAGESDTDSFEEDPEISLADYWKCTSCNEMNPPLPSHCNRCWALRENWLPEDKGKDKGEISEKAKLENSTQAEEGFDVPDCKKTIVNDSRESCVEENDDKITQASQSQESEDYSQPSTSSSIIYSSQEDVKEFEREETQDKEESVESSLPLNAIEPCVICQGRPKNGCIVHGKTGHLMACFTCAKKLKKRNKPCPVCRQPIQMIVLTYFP
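Assay system: stable mammalian line carrying autodegrading MDM2–luciferase fusion reporter; Input: 2000 cells in each well; Compound dosing: single-point 5 µM; Schedule: 2 h compound exposure at 37 °C; Signal: SteadyLite luciferase luminescence after 15 min room-temperature reagent incubation; Evaluation: % luminescence enhancement versus blank-corrected plate control mean; Benchmarks: plate controls and plate blanks.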
Runt-CBFb FRET = blocks binding of human RUNX1 Runt domain to CBFb; Q01196+Q13951; 220,000 tested, 0.46% active; Cerulean-Runt/Venus-CBFb FRET ratio 530/480, 1 h; inhibition, % at 20 µM;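 active = inhibition over about 50% at 20 µM in the single-dose screen, limit read from the data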;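 note: 0% = DMSO wells and 100% = excess unlabeled CBFb competitor control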
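Assay system: Cerulean-tagged RUNX1 Runt domain (FRET donor) fusion protein / Amount: 100 nM each of Venus-CBFb and Cerulean-Runt domain / Medium: Tris buffer pH 7.5 with salts and BSA / Also added: Venus-CBFb 100 nM / Schedule: 1 h complex formation plus 1 h compound treatment, room temperature / Signal: FRET fluorescence / Read-out: loss of energy transfer signal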
14-3-3 Bad inh = disrupts binding of bovine 14-3-3 zeta to phospho-Bad peptide; P63103; TR-FRET 14-3-3zeta/Dy647-pBad peptide displacement, 1 h; inhibition, % at 21.7 µM; 220,000 tested, 0.71% active; AID 781;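 active = inhibition above about 70%, limit read from the data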;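 note: 0% = full 14-3-3 plus peptide FRET controls and 100% = background without 14-3-3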
EBV gp42 block = blocks Epstein-Barr virus glycoprotein 42 binding; 220,000 tested, 0.42% active; AID 1085; inhibition, % (tested at 21.74 µM); Q1HVG2; Fluorescence polarization binding assay, mP read-out; in the data active = inhibition above about 50%
Tb hexokinase = blocks Trypanosoma brucei hexokinase 1 activity; recombinant TbHK1, G6PDH-coupled NADH A340; inhibition, % at 10 µM; 220,000 tested, 0.11% active; AID 1430;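 active = inhibition of 50% or more in the single-dose primary screen; inactive = inhibition below 50%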
Hck Nef HTS = inhibitors of human Hck kinase activated by Nef; P08631; Recombinant Hck-YEEI plus Nef, Z-Lyte FRET kinase assay; inhibition, % at 20 µM; 220,000 tested, 0.68% active; AID 463187;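 active = Hck-Nef kinase inhibition above about 50%, limit read from the data; inactive = inhibition below that limit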;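 note: 0% = DMSO with Hck plus Nef and 100% = Hck alone without Nef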
Target sequence (P08631 whole entry, looked up): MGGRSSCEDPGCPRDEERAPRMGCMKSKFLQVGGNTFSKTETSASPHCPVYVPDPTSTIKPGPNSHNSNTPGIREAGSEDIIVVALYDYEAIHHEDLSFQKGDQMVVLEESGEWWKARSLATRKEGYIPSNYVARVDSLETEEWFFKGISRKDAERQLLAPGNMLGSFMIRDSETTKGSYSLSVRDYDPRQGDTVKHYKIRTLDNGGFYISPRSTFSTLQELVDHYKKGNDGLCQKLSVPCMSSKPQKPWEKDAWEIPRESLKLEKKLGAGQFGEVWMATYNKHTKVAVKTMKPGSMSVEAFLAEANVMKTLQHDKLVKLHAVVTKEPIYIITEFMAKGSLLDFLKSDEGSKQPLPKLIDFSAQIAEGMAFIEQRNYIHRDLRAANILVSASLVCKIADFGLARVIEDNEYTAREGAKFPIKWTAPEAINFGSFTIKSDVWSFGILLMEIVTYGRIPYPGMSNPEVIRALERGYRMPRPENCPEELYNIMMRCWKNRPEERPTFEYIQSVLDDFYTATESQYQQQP
Starred values were filed as active, the others as inactive; / = no result given; [ ] = remark or other dose. Outcome played no part in choosing rows; about 3.2% have a hit in one of these screens.

compound | Hck Nef HTS | Runt-CBFb FRET | EBV gp42 block | MDM2 E3 inh | Tb hexokinase | L929 necroptosis | Runt-SMMHC FRET | 14-3-3 Bad inh | p47phox inh
CCN1CCN(C(c2ccccc2F)c2nnnn2Cc2ccc3c(c2)OCO3)CC1 (centres undefined) | 0 | -1 | -16 | -5 | 2 | -0.3 | -4 | 26 | -4
O=C(COc1ccc(Br)cc1)N1CCc2ccccc21 | 12 | 3 | -2 | 4 | -3 | -0.2 | 0 | 5 | -3
OCCN1CCN(CC(O)COCC2COc3ccccc3O2)CC1 (centres undefined) | 0 | 0 | -10 | -18 | 1 | 2.1 | 1 | -2 | 1
O=C1c2ccccc2NC(c2ccc3c(c2)OCCO3)N1c1ccc2c(c1)OCCO2 (centres undefined) | -1 | -2 | -15 | -4 | -7 | -0.7 | -6 | -6 | -19
CCOC(=O)c1c(-c2ccc(C)cc2)csc1NC(=O)CCN1CC(C)OC(C)C1 (centres undefined) | 0 | -6 | 7 | -5 | -8 | -0.8 | -8 | 28 | -4
COc1ccc(CC(=O)Nc2cccc(C(=O)NN3C(=O)c4ccccc4C3=O)c2C)cc1 | 2 | 0 | -12 | 9 | -4 | 0.1 | 1 | 11[fluorescence artefact?] | -1
CCO[C@@H]1OC(C(=O)NCc2nc3ccccc3[nH]2)=C[C@H](C2CCCCC2)[C@H]1CCCO | 10 | -4 | -2 | / | 2 | 0.8 | -1 | -6 | /
CCCOc1cccc(OCCSc2nc(C)cc(=O)[nH]2)c1 | -6 | 20 | -4 | -11 | 0 | 0.1 | -1 | -1 | -4
O=C(O)c1cccc(-c2ccc(/C=N/NC(=O)C3COc4ccccc4O3)o2)c1 (centres undefined) | 14 | 1 | 2 | -13 | -50 | -0.1 | 7 | 3 | -3
N#Cc1c(F)cccc1NCc1cccs1 | 6 | -6 | -4 | -4 | -14 | 0.0 | 1 | -2 | -18
c1ccc(-c2cccc(-c3ccccn3)n2)nc1 | 3 | 1 | -9 | -14 | 9 | 33 | 1 | 10 | -8
COCC(C)n1c(C)cc(C(=O)CSc2nnnn2-c2ccc(O)cc2)c1C (centres undefined) | 0 | 8 | 11 | -5 | -2 | 76* | -3 | -11 | -14
O=C(Nc1ccc(F)cc1)C1CCC(N2C(=O)c3ccccc3C2=O)CC1 (centres undefined) | -1 | 2 | -11 | -8 | -12 | 0.1 | -4 | 7 | 7
CCOC(=O)C1=C(C)SC2=NS(=O)(=O)CCN21 | 2 | 0 | -8 | 16 | 0 | 0.6 | 4 | -15[fluorescence artefact?] | -9
O=c1cc(N2CCc3ccccc3C2)[nH]c(=O)n1-c1ccc(Br)cc1 | 0 | 2 | -13 | 4 | 29 | 0.3 | 4 | -3 | -17
CCOc1ccc2[nH]c(SCC(=O)OC)c([N+](=O)[O-])c2c1 | 11 | -160 | 28 | -3 | -15 | 0.0 | -121 | -2 | 2
CCc1ccc(NC(=O)N(CCN2CCOCC2)Cc2ccc3c(c2)CCCN3CC)cc1 | -3 | -1 | -21 | 6 | -15 | -0.5 | -2 | -10 | 43*
O=C(CN1C2=NCCCN2c2ccccc21)c1cccc(Br)c1 | 1 | 1 | -27 | -1 | 2 | -0.2 | -3 | -8 | -4
OCC1(c2cc(C(F)(F)F)n[nH]2)CCCCC1 | 3 | 1 | -1 | -8 | -4 | 1.8 | 0 | -14 | -19
Nn1c(SCC(=O)Nc2ccccc2)nnc1-c1cccnc1 | 2 | 2 | -4 | -1 | 2 | 0.8 | 2 | 1 | 5

Brought forward from above: five compounds, then new ones.
compound | Hck Nef HTS | Runt-CBFb FRET | EBV gp42 block | MDM2 E3 inh | Tb hexokinase | L929 necroptosis | Runt-SMMHC FRET | 14-3-3 Bad inh | p47phox inh
CCOc1ccc2[nH]c(SCC(=O)OC)c([N+](=O)[O-])c2c1 | 11 | -160 | 28 | -3 | -15 | 0.0 | -121 | -2 | 2
CCc1ccc(NC(=O)N(CCN2CCOCC2)Cc2ccc3c(c2)CCCN3CC)cc1 | -3 | -1 | -21 | 6 | -15 | -0.5 | -2 | -10 | 43*
O=C(CN1C2=NCCCN2c2ccccc21)c1cccc(Br)c1 | 1 | 1 | -27 | -1 | 2 | -0.2 | -3 | -8 | -4
OCC1(c2cc(C(F)(F)F)n[nH]2)CCCCC1 | 3 | 1 | -1 | -8 | -4 | 1.8 | 0 | -14 | -19
Nn1c(SCC(=O)Nc2ccccc2)nnc1-c1cccnc1 | 2 | 2 | -4 | -1 | 2 | 0.8 | 2 | 1 | 5
CCCN1CCN(C(c2cc3cc4c(cc3[nH]c2=O)OCO4)c2nnnn2C(C)(C)C)CC1 (centres undefined) | 1 | -6 | -21 | -5 | -13 | -0.3 | -1 | 8 | -6
COCC(C)OC(=O)c1c(N)n(CCCN2CCOCC2)c2nc3ccccc3nc12 (centres undefined) | 47 | 68* | -9 | -8 | -38 | 0.9 | 109* | 11 | -10
CCNS(=O)(=O)c1ccc(NC(=S)NCc2ccco2)cc1 | 3 | 15 | 2 | -3 | 24 | 1.8 | 4 | -24 | -7
O=C(C1CCCN(c2nnc(-n3cccc3)s2)C1)N1CCN(c2ccccc2)CC1 (centres undefined) | 5 | 4 | -7 | -6 | -13 | 0.2 | 0 | -4[fluorescence artefact?] | -7
CC(C)(C)c1ccc(OC(=O)Cn2c(C(F)(F)F)nc3ccccc32)cc1 | 0 | -2 | -16 | -4 | 10 | -0.3 | -5 | 3 | -5
COc1cccc(OC)c1C(=O)NC(C)c1ccccc1 (centres undefined) | 6 | -2 | -10 | 6 | 2 | -0.3 | 0 | -14[fluorescence artefact?] | -8
CC(C)COCC(O)CCC(=O)NNC(=S)Nc1ccccc1 (centres undefined) | 2 | 5 | -19 | -6 | 4 | 3.3 | 0 | 5 | -18
Cc1nn(CCC(=O)NNC(=S)NCC(C)C)c(C)c1Br | -1 | 0 | -10 | -20 | -6 | 0.2 | 4 | -4 | -8
COc1ccc(-c2cn3cc(C(=O)NN)ccc3n2)cc1 | -1 | -1 | -6 | -30 | -26 | 1.1 | 3 | -9 | -7
OCCC1CN(Cc2cnc(-c3ccccc3)s2)CCN1C1CCCCC1 (centres undefined) | 14 | 0 | -5 | 8 | 8 | -0.4 | 1 | -4 | 5
CCN(CC)c1ccc2c(c1)C(=O)N(C)C2=O | -1 | -24 | 26 | -4 | -3 | -0.6 | -50 | 10 | -9
Cc1cc(C(=O)OCC(=O)Nc2nnc(C(C)C)s2)c2ccccc2n1 | -1 | 2 | 7 | -3 | 35 | 0.3 | 4 | 13 | -16
N#CCCN(C(=O)COC(=O)c1ccc2c(=O)n3c(nc2c1)CCC3)c1ccccc1 | 23 | 1 | -20 | -5 | -7 | 1.2 | 0 | 12 | 1
Cc1nnsc1-c1nc2ccccc2[nH]1 | 1 | 0 | 0 | -12 | -27 | 0.0 | -3 | 2 | -7
CC(=O)N(c1nc(CCl)cs1)c1c(C)cc(C)cc1C | -1 | -1 | -10 | -9 | 28 | 1.2 | 5 | -4 | -7
O=C(NCCc1ccc(Cl)cc1)c1nnc(Cc2ccc(Cl)cc2)o1 | -3 | -3 | -4 | / | 0 | / | -2 | -7 | 4
NC(=O)c1cc(NC(=O)c2ccc(NS(=O)(=O)c3cccs3)cc2)cc(C(N)=O)c1 | 23 | 1 | -15 | / | -14 | 0.2 | -1 | 3 | -7
O=C(Nc1ccc(F)cc1F)c1cc2ncc(CCCl)cn2n1 | -4 | -4 | -10 | -2 | 3 | -0.5 | 5 | 0[fluorescence artefact?] | -6
COc1ccc(-c2c(C)n([O-])c3c([n+]2=O)CCCCC3)cc1OC | -2 | -1 | 1 | 2 | -13 | 1.8 | 0 | -6 | 2
Oc1ccc(-c2[nH]nc(-c3ccccc3)c2-c2nc3ccccc3[nH]2)cc1 | 3 | 0 | -17 | -1 | 2 | 0.1 | 2 | 6 | -21

By substructure, those above containing an aryl methoxy group (4)
compound | Hck Nef HTS | Runt-CBFb FRET | EBV gp42 block | MDM2 E3 inh | Tb hexokinase | L929 necroptosis | Runt-SMMHC FRET | 14-3-3 Bad inh | p47phox inh
COc1ccc(CC(=O)Nc2cccc(C(=O)NN3C(=O)c4ccccc4C3=O)c2C)cc1 | 2 | 0 | -12 | 9 | -4 | 0.1 | 1 | 11[fluorescence artefact?] | -1
COc1cccc(OC)c1C(=O)NC(C)c1ccccc1 (centres undefined) | 6 | -2 | -10 | 6 | 2 | -0.3 | 0 | -14[fluorescence artefact?] | -8
COc1ccc(-c2cn3cc(C(=O)NN)ccc3n2)cc1 | -1 | -1 | -6 | -30 | -26 | 1.1 | 3 | -9 | -7
COc1ccc(-c2c(C)n([O-])c3c([n+]2=O)CCCCC3)cc1OC | -2 | -1 | 1 | 2 | -13 | 1.8 | 0 | -6 | 2

The results go on.
compound | Hck Nef HTS | Runt-CBFb FRET | EBV gp42 block | MDM2 E3 inh | Tb hexokinase | L929 necroptosis | Runt-SMMHC FRET | 14-3-3 Bad inh | p47phox inh
Cc1ccccc1-n1nc(C)c2cc(C(=O)N3CCN(S(=O)(=O)c4ccc(Cl)cc4)CC3)sc21 | 0 | 0 | 3 | 0 | -16 | 0.2 | 3 | -2 | -1
CN1CCN(P(=O)(c2ccccc2)c2nc3ccccc3s2)CC1 (centres undefined) | 3 | 0 | 2 | -31 | -1 | 0.2 | -34 | -17[fluorescence artefact?] | -1
COc1ccc(C(C#N)Nc2ccc(C)cc2)cc1 (centres undefined) | 3 | 1 | -10 | -15 | -3 | -0.1 | 0 | 1 | -16
O=C(NCCn1cc(SCC(=O)N2CCOCC2)c2ccccc21)c1ccccc1 | -1 | 2 | -26 | -12 | -5 | -0.3 | -4 | 0 | 0
CCn1cc(-c2csc(N)n2)c(C)n1 | 21 | 1 | -27 | 26 | 16 | 48 | -8 | -8 | -6
CCOCCCNC(=O)C(NC(=O)Cc1c[nH]c2ccccc12)c1ccc(OC)cc1 (centres undefined) | -19 | 2 | 1 | 3 | -11 | 1.7 | -1 | 1 | 0
CN(CCOc1ccccc1)S(=O)(=O)c1ccc2oc3ccccc3c2c1 | 0 | -2 | -11 | -9 | 12 | 0.0 | 4 | 2 | -10
CC(C)(C)c1ccc(C(=O)CS(=O)(=O)c2ccccc2)cc1 | 2 | -2 | -12 | -40 | -4 | 0.2 | -3 | 0 | -12
COc1cc(C(=O)O)ccc1Cl | 18 | 1 | -8 | -1 | -7 | 0.4 | -2 | 1 | 2
Cc1cc(C)cc(NC(=O)CSc2ccc(-c3ccco3)nn2)c1 | 1 | 34 | -3 | -3 | 4 | 0.4 | 17 | -7 | -8

Assay outcomes: PubChem, several laboratories
